EZH2 inh: EZH2 (human) methyltransferase inhibition; PRC2 H3K27 methylation, DELFIA TRF, 1 h; inhibition, % at 12.5 µM; actives 0.35% (n = 57,000); AID 651548;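 active means mean inhibition of replicates at least 50% and every single replicate also reaching 50%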;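 further: dimethyl H3K27 on biotinylated H3 21-44 peptide detected by antibody; plate controls were median neutral control wells for no effect and median positive control wells for full effect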
IDH1 R132H inh: inhibitors of human IDH1 R132H. inhibition, % at 10 µM. actives 0.18% (n = 70,000). O75874. IDH1 R132H reductase, diaphorase/resazurin fluorescence, 60 min; in the data active means inhibition above about 34%;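 further: 0% = DMSO and 100% = no enzyme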
Target sequence (O75874 whole entry R132H): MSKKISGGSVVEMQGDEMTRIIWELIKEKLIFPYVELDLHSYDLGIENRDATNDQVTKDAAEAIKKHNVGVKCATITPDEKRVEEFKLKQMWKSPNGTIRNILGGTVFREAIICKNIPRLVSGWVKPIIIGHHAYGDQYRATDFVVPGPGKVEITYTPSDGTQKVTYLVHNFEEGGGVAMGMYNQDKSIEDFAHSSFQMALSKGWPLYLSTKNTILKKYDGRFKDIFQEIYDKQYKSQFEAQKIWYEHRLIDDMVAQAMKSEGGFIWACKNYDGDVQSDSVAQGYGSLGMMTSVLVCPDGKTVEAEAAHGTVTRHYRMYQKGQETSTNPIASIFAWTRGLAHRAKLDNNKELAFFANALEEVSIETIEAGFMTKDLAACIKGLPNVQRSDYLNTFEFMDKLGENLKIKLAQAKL
* = called active by the depositor; / = no result given.

Compound	EZH2 inh	IDH1 R132H inh
CN(c1cccc(NS(=O)(=O)c2ccc3c(c2)OCCO3)c1)S(C)(=O)=O	-14	-0.3
O=C(O)c1cccc(/C=N/NC(=O)c2ccc(C(=O)NO)cc2)c1	-2	-0.5
Cn1c(=O)c2[nH]c(C3CCCC3)nc2n(C)c1=O	-8	0.0
CCCN(C)C[C@@H]1OCc2cnnn2CCCC(=O)N([C@H](C)CO)C[C@@H]1C	/	0.0
COC(=O)c1c(NC(=O)c2ccccc2N(C)S(C)(=O)=O)sc2c1CCCC2	/	0.6
O=c1c2ccccc2nc(CSc2nnc(-c3ccco3)n2-c2ccccc2)n1-c1ccccc1Cl	-22	0.0
C[C@H](CO)N1C[C@H](C)[C@@H](CN(C)C(=O)Nc2ccc(F)cc2)Oc2ccc(NC(=O)Cn3cnnn3)cc2CC1=O	/	1.7
CCC(=O)N(C)C[C@H]1Oc2cc(C#CC3CC3)ccc2S(=O)(=O)N([C@@H](C)CO)C[C@@H]1C	4	/
COc1cc(NC(=S)NCc2cccnc2)c(OC)cc1Cl	-15	0.4
C[C@H]1CN([C@@H](C)CO)C(=O)Cc2cc(NC(=O)Nc3ccc(C(F)(F)F)cc3)ccc2O[C@@H]1CN(C)CC1CC1	/	1.3
C[C@@H]1CN([C@H](C)CO)C(=O)c2cc(NS(C)(=O)=O)ccc2O[C@@H](C)CCCCO[C@@H]1CN(C)C(=O)Cc1ccccc1	-11	-0.4
Cc1ccc(-c2nc3ccccc3s2)cc1NC(=O)COc1ccc(Cl)cc1	-7	0.2
C[C@@H]1CN([C@@H](C)CO)C(=O)c2cc(NS(=O)(=O)c3ccccc3)ccc2O[C@@H]1CN(C)CC1CC1	-6	-2.4
CN(Cc1nc(-c2ccncc2)no1)S(=O)(=O)c1ccccc1	3	-0.1
COc1ccc(CNC(=O)C[C@@H]2CC[C@@H](NC(=O)c3cccc(F)c3)[C@@H](CO)O2)cc1	-2	0.1
COCC#Cc1cnc2c(c1)C(=O)N([C@@H](C)CO)C[C@@H](C)[C@H](CN(C)C(=O)Cc1ccccc1)O2	/	0.4
CCCc1cc(=O)[nH]c(SCC(=O)Nc2ccc3c(c2)OCCO3)n1	18	0.4
C[C@@H]1CN([C@H](C)CO)C(=O)c2cccc(NC(=O)C3CCCCC3)c2O[C@@H]1CN(C)Cc1ccccc1	9	/
C[C@H]1CN([C@@H](C)CO)S(=O)(=O)c2ccc(C#CCN(C)C)cc2O[C@H]1CN(C)Cc1ccc(F)cc1	-19	-1.6
Cc1ccc(S(=O)(=O)N[C@H]2C=C[C@@H](CC(=O)NCc3ccccc3F)O[C@H]2CO)cc1	0	-0.1
COc1ccc(CN(C)C[C@H]2Oc3ccc(NC(=O)Cc4ccccc4)cc3C(=O)N([C@@H](C)CO)C[C@H]2C)cc1	18	-0.3
C[C@@H]1CN([C@@H](C)CO)C(=O)CCCn2cc(nn2)CO[C@H]1CN(C)C(=O)Cc1ccccc1	-7	-2.1
COCC(=O)N1C[C@@H](C)[C@H](OC)CN(C)C(=O)c2ccc(NC(=O)c3ccc(F)cc3)cc2OC[C@@H]1C	-5	0.1
C[C@H]1CCCCO[C@@H](CN(C)C(=O)Cc2ccccc2)[C@@H](C)CN([C@@H](C)CO)C(=O)c2cc(NS(C)(=O)=O)ccc2O1	0	-2.2
Cc1ccc([N+](=O)[O-])cc1NC(=O)CN(C)S(=O)(=O)c1ccc(Cl)cc1	-2	-0.3
COc1ccc(CN(C)C[C@H]2Oc3ccc(NS(=O)(=O)c4ccc(Cl)cc4)cc3CC(=O)N([C@H](C)CO)C[C@@H]2C)cc1	/	-1.4
C[C@@H]1CN([C@@H](C)CO)C(=O)c2cccc(NC(=O)C3CC3)c2O[C@@H]1CN(C)S(=O)(=O)c1cccs1	/	3.0
C[C@@H](NC(=O)C[C@H]1C[C@H]2c3cc(NC(=O)C4CCOCC4)ccc3O[C@H]2[C@H](CO)O1)c1ccccc1	3	0.6
CO[C@@H]1CN(C)C(=O)c2ccc(NC(=O)NC(C)C)cc2OC[C@@H](C)NC[C@@H]1C	-9	0.1
COc1ccc(-c2nc(SCc3cc(Cl)ccc3OC)n[nH]2)cc1	22	-1.1
C[C@@H]1CN([C@H](C)CO)C(=O)c2cc(NS(C)(=O)=O)ccc2O[C@@H](C)CCCCO[C@H]1CN(C)C(=O)Nc1ccc(C(F)(F)F)cc1	/	3.4
Cc1ccc2nsnc2c1S(=O)(=O)N1CCN(CCc2ccccc2)CC1	/	1.7
CN(C)c1ccc2c(c1)[C@H]1C[C@H](CC(=O)NCC3CC3)O[C@@H](CO)[C@H]1O2	3	-2.9
C[C@H](CO)N1C[C@H](C)[C@H](CN(C)Cc2ccc3c(c2)OCO3)Oc2ccc(NC(=O)NC3CCCCC3)cc2CC1=O	/	1.1
COc1ccc(S(=O)(=O)N(C)C[C@@H]2Oc3c(NS(=O)(=O)c4c(C)noc4C)cccc3C(=O)N([C@H](C)CO)C[C@@H]2C)cc1	/	-1.1
C[C@@H]1CCCCO[C@H](CN(C)Cc2ccccc2)[C@@H](C)CN([C@H](C)CO)C(=O)c2cc(NC(=O)Nc3ccc(C(F)(F)F)cc3)ccc2O1	/	-1.2
C[C@@H]1CN([C@@H](C)CO)C(=O)c2cc(NC(=O)C3CCCCC3)ccc2O[C@@H]1CN(C)Cc1ccc2c(c1)OCO2	/	1.2
CNC[C@@H]1OCCCC[C@H](C)Oc2ccc(NC(=O)Nc3c(C)noc3C)cc2C(=O)N([C@@H](C)CO)C[C@H]1C	3	2.7
C[C@H]1CN([C@@H](C)CO)C(=O)c2cc(NC(=O)Nc3cccc4ccccc34)ccc2O[C@H]1CN(C)C(=O)Nc1cccc2ccccc12	/	-1.0
C[C@@H]1CCCCO[C@H](CN(C)S(=O)(=O)c2ccc(Cl)cc2)[C@@H](C)CN([C@H](C)CO)C(=O)c2cc(NC(=O)NC3CCCCC3)ccc2O1	/	3.7
C[C@@H]1CCCCO[C@@H](CN(C)Cc2ccc(C(F)(F)F)cc2)[C@@H](C)CN([C@@H](C)CO)C(=O)c2cc(NC(=O)Nc3cccc4ccccc34)ccc2O1	/	1.9
C[C@H](CO)N1C[C@H](C)[C@H](CN(C)S(=O)(=O)c2cccc(F)c2)Oc2cc(C#CCN(C)C)ccc2S1(=O)=O	-21	-0.5
CO[C@@H]1CN(C)C(=O)c2ccc(NC(=O)C3CC3)cc2OC[C@@H](C)N(C(=O)c2ccncc2)C[C@H]1C	5	0.0
C[C@@H]1CCCCO[C@H](CN(C)Cc2ccccc2)[C@H](C)CN([C@H](C)CO)C(=O)c2cc(NC(=O)Nc3ccc4c(c3)OCO4)ccc2O1	/	1.4
C[C@H]1CN([C@@H](C)CO)C(=O)CCCn2cc(nn2)CO[C@H]1CN(C)C(=O)Nc1cccc(Oc2ccccn2)c1	-6	0.0
CNC[C@H]1Oc2ccc(NS(=O)(=O)c3ccc(C)cc3)cc2CC(=O)N([C@@H](C)CO)C[C@@H]1C	0	-0.2
CC(NS(=O)(=O)c1ccccc1)C(=O)Nc1ccc(Oc2ccccc2)cc1 (stereo not drawn)	/	0.1
COC(=O)COc1ccc2c(=O)c(Oc3cnn(-c4ccccc4)c3)c(C(F)(F)F)oc2c1C	/	2.3
C[C@@H]1CN([C@H](C)CO)C(=O)Cc2cc(NC(=O)C3CC3)ccc2O[C@H]1CN(C)C(=O)Nc1ccc(C(F)(F)F)cc1	-9	0.7
Cc1ccc(S(=O)(=O)Nc2ccc3c(c2)CC(=O)N([C@@H](C)CO)C[C@H](C)[C@H](CN(C)C(=O)Nc2cccc4ccccc24)O3)cc1	/	0.8

(listing goes on)
Compound	EZH2 inh	IDH1 R132H inh
COc1ccc(NC(=O)c2ccco2)cc1NC(=O)c1cc(OC)c(OC)c(OC)c1	-6	-0.3
C[C@H](CO)N1C[C@H](C)[C@H](CN(C)Cc2ccccc2)Oc2ccc(NC(=O)CCN3CCOCC3)cc2CC1=O	-5	/
C[C@H]1CCCCO[C@@H](CN(C)C(=O)Nc2cccc3ccccc23)[C@@H](C)CN([C@@H](C)CO)C(=O)c2cc(NS(C)(=O)=O)ccc2O1	/	-2.1
COc1ccc(S(=O)(=O)N(C)C[C@@H]2Oc3ccc(NC(=O)NC4CCCCC4)cc3C(=O)N([C@H](C)CO)C[C@H]2C)cc1	/	0.7
C[C@@H](NC(=O)C[C@H]1C[C@@H]2c3cc(N(C)C)ccc3O[C@@H]2[C@H](CO)O1)c1ccccc1	4	-2.1
C[C@H]1CN([C@@H](C)CO)C(=O)CCCn2cc(nn2)CO[C@@H]1CN(C)S(=O)(=O)c1ccc(-c2ccccc2)cc1	4	/
C[C@@H]1CCCCO[C@@H](CN(C)Cc2ccc(C(F)(F)F)cc2)[C@@H](C)CN([C@H](C)CO)C(=O)c2cc(NC(=O)Nc3ccc4c(c3)OCO4)ccc2O1	/	2.2
O=C(Nc1ccc2c(c1)OCO2)N[C@@H]1CC[C@@H](CCNC(=O)C2CCOCC2)O[C@@H]1CO	-4	-0.1
COC(=O)c1c(C)[nH]c(C)c1C(=O)c1ccccc1Cc1ccccc1	3	-1.8
CCCNC(=O)N(C)C[C@H]1Oc2cc(-c3cncnc3)ccc2S(=O)(=O)N([C@@H](C)CO)C[C@@H]1C	3	10

Single records, from the list above. Order of values: EZH2 inh, IDH1 R132H inh
`O=C(Nc1ccc2c(c1)OCO2)N[C@@H]1CC[C@@H](CCNC(=O)C2CCOCC2)O[C@@H]1CO` in the list: -4, -0.1
`C[C@H]1CN([C@@H](C)CO)C(=O)CCCn2cc(nn2)CO[C@@H]1CN(C)S(=O)(=O)c1ccc(-c2ccccc2)cc1` in the list: 4, /
`COc1ccc(NC(=O)c2ccco2)cc1NC(=O)c1cc(OC)c(OC)c(OC)c1` in the list: -6, -0.3
`C[C@H](CO)N1C[C@H](C)[C@H](CN(C)Cc2ccccc2)Oc2ccc(NC(=O)CCN3CCOCC3)cc2CC1=O` in the list: -5, /
`COC(=O)c1c(C)[nH]c(C)c1C(=O)c1ccccc1Cc1ccccc1` in the list: 3, -1.8

More entries follow.
Compound	EZH2 inh	IDH1 R132H inh
COc1ccccc1C1=NN(C(=O)CCC(=O)O)C(c2ccco2)C1 (stereo not drawn)	4	0.1
CNC[C@@H]1Oc2cc(Br)ccc2S(=O)(=O)N([C@H](C)CO)C[C@@H]1C	2	/
O=C(C[C@H]1C=C[C@@H](NC(=O)NC2CCCCC2)[C@@H](CO)O1)NCc1ccc(F)cc1	8	0.5
CNC[C@@H]1Oc2cc(C#CC3CCCC3)ccc2S(=O)(=O)N([C@H](C)CO)C[C@H]1C	/	-0.8
COc1ccc(NC(=O)Nc2cccc3c2O[C@@H](CN(C)Cc2ccncc2)[C@H](C)CN([C@@H](C)CO)C3=O)cc1	/	1.4
O=C(Nc1ccc(F)cc1)N[C@@H]1CC[C@@H](CCn2cc(C3(O)CCCC3)nn2)O[C@H]1CO	11	-0.3
Cc1noc(C)c1NC(=O)N(C)C[C@H]1OCCCC[C@H](C)Oc2ccc(NC(=O)C3CCCCC3)cc2C(=O)N([C@@H](C)CO)C[C@H]1C	/	4.9
CC(C)NC(=O)Nc1ccc2c(c1)C(=O)N([C@H](C)CO)C[C@@H](C)[C@@H](CN(C)S(=O)(=O)c1ccccc1)OCCCC[C@@H](C)O2	/	-2.0
CO[C@H]1CN(C)C(=O)c2ccc(NC(=O)Nc3ccc(C(F)(F)F)cc3)cc2OC[C@@H](C)NC[C@H]1C	-16	0.3
C=CC[C@@]1(C(=O)OC)N=C(c2ccc(OCCCO)cc2)O[C@@H]1c1ccccc1CN=[N+]=[N-]	7	/
CC(=O)c1ccc(NC(=O)CNS(=O)(=O)c2ccc(C(C)(C)C)cc2)cc1	-3	-0.2
C[C@H]1CN([C@@H](C)CO)C(=O)c2cc(NC(=O)CCN3CCOCC3)ccc2O[C@@H]1CN(C)C(=O)Nc1ccccc1	/	4.2
COC(=O)c1csc(S(=O)(=O)N=S(C)(=O)c2cccs2)c1OC (stereo not drawn)	4	-1.2
C/C=C/C/C=C/CCC(=O)[C@H]1O[C@H]1C(N)=O	-11	0.6
C[C@H](CO)N1C[C@H](C)[C@@H](CN(C)Cc2ccc(C(=O)Nc3ccccc3N)cc2)Oc2ccc(NC(=O)Cc3cn(C)c4ccccc34)cc2C1=O	-30	/
C[C@@H]1CN([C@H](C)CO)C(=O)c2cc(NC(=O)Cc3ccccc3)ccc2O[C@@H](C)CCCCO[C@H]1CN(C)S(=O)(=O)c1cn(C)cn1	/	-4.9
CCC(=O)Nc1ccc2c(c1)C(=O)N(C)C[C@@H](OC)[C@@H](C)CN(C(=O)CC1CC1)[C@H](C)CO2	4	0.0
C[C@H]1CN([C@@H](C)CO)C(=O)CCCn2cc(nn2)CO[C@H]1CN(C)C(=O)Nc1ccccc1C(F)(F)F	0	0.1
O=C(C[C@@H]1C=C[C@H](NC(=O)c2cccc(F)c2)[C@@H](CO)O1)NCc1ccc(Oc2ccccc2)cc1	-1	0.3
CCCNC(=O)N(C)C[C@H]1Oc2cc(-c3ccncc3)ccc2S(=O)(=O)N([C@@H](C)CO)C[C@H]1C	-6	0.5

Source: PubChem (Broad Institute)

Only part of the results is shown; count on the stated rates, not on these rows.
